# Fluorescein fluor: qHTS Assay for Spectroscopic Profiling in Fluorescein Spectral Region. max fluorescein-equivalent concentration, M. 59,000 compounds, 0.91% hits. Compound autofluorescence, 480/540 nm, fluorescein-equivalent; active compounds read high. AID 593, 2007; in the data active = max fluorescein-equivalent concentration above about 10 nM; inconclusive = between about 1.1 nM and that limit
#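 Library compounds, added at multiple concentrations to pH 8.0 Tris buffer (100 mM), incubate 15 min at room temperature before CCD imaging at 480 nm excitation and 540 nm emission.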
# HEK293 cAMP ctrl: qHTS Assay for Agonists of the Thyroid Stimulating Hormone Receptor: Activators of Intracellular cAMP Concentrations in Parental HEK 293; parental HEK293 CNG cAMP sensor, membrane potential fluorescence; Potency, µM (top dose mostly 57.1 µM), inactives show at the top dose activation, hits mostly activators; 73,000 compounds, 2.5% hits; AID 938, 2007; also: potency is read from the fitted curve at half-maximal effect; % of control where 0% means no effect; nearly all actives have a fitted effect of over 55% in size
#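 Parental HEK 293 cells stably expressing a cAMP-gated CNG channel were loaded with membrane potential dye containing 100 uM RO 20-1724 for 60 min. Compound added for 30 min; depolarization read as fluorescence intensity at 590 nm.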
# Tau fil binding: qHTS Assay for Tau Filament Binding; Potency, µM (top dose mostly 57.1 µM), without a hit: at the highest dose activity change, negative = inhibition; recombinant tau filaments, thioflavin S fluorescence, 15 h; filaments grown with octadecylsulfate alongside compound; Microtubule-associated protein tau (Homo sapiens), P10636; AID 596, 2007; 71,000 compounds, 2% hits;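 also: potency is read from the fitted curve at half-maximal effect; % is scaled to controls: 0 for no effect and ±100 for the full control effect; actives lower thioflavin S fluorescence by blocking filaments or displacing dye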
#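 Tau 2 uM in ThS buffer dispensed; compound added; 60 uM ODS added (finals 1 uM tau, 30 uM ODS); 15 h 37 C; fluor ex450/em510.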
# ERK AVP inh: qHTS Assay for Inhibitors of the ERK Signaling Pathway using a Homogeneous Screening Assay. HEK293-V1b, vasopressin-stimulated pERK AlphaScreen. Potency, µM (top dose mostly 57.5 µM), for the others: at the highest dose activity, negative = inhibition, usual class: inhibitors. 72,000 compounds, 0.99% hits. AID 995, 2007; also: potency is read from the fitted curve at half-maximal effect; % is scaled to controls: 0 for no effect and ±100 for the full control effect; nearly all actives have a fitted effect of over 55% in size
#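 qHTS, compounds titrated on V1b-expressing HEK293 cells. Preincubation 30 min at 37C, vasopressin 25 nM for 5 min, lysis 10 min, bead incubation 5 hr at room temperature.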
# Casp7 inh: qHTS Assay for Allosteric/Competitive Inhibitors of Caspase-7; recombinant caspase-7, Ac-DEVD-AFC fluorescence rate; AID 889, 2007; 75,000 compounds, 0.02% hits; Potency, µM (highest dose often 57.5 µM), without a hit: at the highest dose activity change, negative = inhibition, usual class: inhibitors; active = well fitted inhibition curve with a large enough effect in the main read-out, with a control signal flat, not every such curve was filed as active; inconclusive = small, poorly fitted or top-dose-only effect, or a change in a side signal; also: potency is read from the fitted curve at half-maximal effect; % of control where 0% means no effect
# Target sequence (P55210 24-198 limits assumed): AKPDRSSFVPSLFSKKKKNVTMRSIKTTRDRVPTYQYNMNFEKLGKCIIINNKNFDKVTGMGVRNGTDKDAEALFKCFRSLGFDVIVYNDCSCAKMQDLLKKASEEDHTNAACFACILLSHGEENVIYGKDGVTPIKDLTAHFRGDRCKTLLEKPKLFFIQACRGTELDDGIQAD
# Target sequence (P55210 207-303 limits assumed): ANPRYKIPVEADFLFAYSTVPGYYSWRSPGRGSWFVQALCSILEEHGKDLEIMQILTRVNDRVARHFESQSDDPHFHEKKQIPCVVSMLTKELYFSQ
# Luciferase inh: qHTS Assay for Inhibitors of Firefly Luciferase; Luciferin 4-monooxygenase (Photinus pyralis), P08659; purified firefly luciferase, luminescence, 8 min; Potency, µM (top dose mostly 57.1 µM), without a hit: at the highest dose activity change, negative = inhibition, hits mostly inhibitors; 72,000 compounds, 2.2% hits; also: potency is read from the fitted curve at half-maximal effect; % is scaled to controls: 0 for no effect and ±100 for the full control effect; nearly all actives have a fitted effect of over 40% in size
#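 Titration-based qHTS; buffer 50 mM imidazole pH 7.2, 50 mM KCl, 7 mM MgCl2, 10 uM ATP, 0.01% Tween 20, 0.05% BSA; luciferase/luciferin detector mix added after compound; 8 min, ambient; luminescence.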
# Texas Red fluor: qHTS Assay for Spectroscopic Profiling in Texas Red Spectral Region; 59,000 compounds, 0.06% hits; AID 587, 2007; max dye-equivalent concentration, M; Compound fluorescence, Texas Red channel, 547/618 nm; active compounds read high; in the data active = max dye-equivalent concentration above about 10 nM; inconclusive = between about 1.1 nM and that limit
#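 Dye-equivalent concentrations come from scaling compound signal (ex 547, em 618 nm) to six Texas Red standard concentrations run on every plate, after 15 min room-temperature incubation in pH 8.0 Tris (100 mM).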
# Casp1 inh: qHTS Assay for Allosteric/Competitive Inhibitors of Caspase-1; Potency, µM (top dose mostly 57.5 µM), for inactives: at the top dose activity change, negative = inhibition, usual class: inhibitors; 75,000 compounds, 0.03% hits; Caspase-1 enzyme, Ac-WEHD-AFC fluorogenic rate;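 also: potency is read from the fitted curve at half-maximal effect; plate controls were vehicle for no effect and no substrate for full effect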
# Target sequence (P29466 120-297 limits assumed): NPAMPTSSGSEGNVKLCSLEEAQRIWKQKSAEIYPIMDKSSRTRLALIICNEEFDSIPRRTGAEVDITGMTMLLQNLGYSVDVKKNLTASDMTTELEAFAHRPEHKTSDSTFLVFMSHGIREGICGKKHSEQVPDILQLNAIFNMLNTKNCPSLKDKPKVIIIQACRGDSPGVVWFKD
# Target sequence (P29466 317-404 limits assumed): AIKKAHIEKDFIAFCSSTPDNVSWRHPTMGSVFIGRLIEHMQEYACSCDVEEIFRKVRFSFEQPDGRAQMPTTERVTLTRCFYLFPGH
# HADH2 inh: qHTS Assay for Inhibitors of HADH2 (Hydroxyacyl-Coenzyme A Dehydrogenase, Type II) | 3-hydroxyacyl-CoA dehydrogenase type-2 (Homo sapiens), Q99714 | recombinant HADH2, NADH fluorescence, beta-hydroxybutyryl-CoA | Potency, µM (titrated, usually from 57.1 µM), inactives show top-dose activity change, negative = inhibition, hits mostly inhibitors | 73,000 compounds, 3.4% hits; also: potency is read from the fitted curve at half-maximal effect; % is scaled to controls: 0 for no effect and ±100 for the full control effect; nearly all actives have a fitted effect of over 60% in size; many of its hits are not listed in these tables
# Target sequence (Q99714 whole entry, looked up, one chain of several): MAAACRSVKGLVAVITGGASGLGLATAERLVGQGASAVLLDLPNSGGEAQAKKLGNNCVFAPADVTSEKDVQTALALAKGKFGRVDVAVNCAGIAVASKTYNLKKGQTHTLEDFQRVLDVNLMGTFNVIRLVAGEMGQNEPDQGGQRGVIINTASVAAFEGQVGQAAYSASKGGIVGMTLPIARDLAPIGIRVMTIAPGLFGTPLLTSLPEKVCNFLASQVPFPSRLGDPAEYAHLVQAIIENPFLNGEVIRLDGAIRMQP
#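 NADH fluorescence (ex 360/em 450 nm) read every 30 s for 4 min; activity taken as last-minus-first time point difference. Enzyme 20 nM, NAD+ 1 mM, beta-hydroxybutyryl-CoA 90 uM, pH 9.0 Tris buffer.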
# USP2a inhib: qHTS Assay for Inhibitors of Ubiquitin-specific Protease USP2a; Ubiquitin carboxyl-terminal hydrolase 2 (Homo sapiens), O75604; USP2a enzymatic assay, qHTS inhibition; Potency, µM (titrated, usually from 38.3 µM), for the others: top-dose activity change, negative = inhibition, hits mostly inhibitors; 60,000 compounds, 0.1% hits;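 also: potency is read from the fitted curve at half-maximal effect; nearly all actives have a fitted effect of over 60% in size; plate controls were DMSO for no effect and NEM full inhibition control for full effect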
#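 20 nM USP2 core + cpd, 30 min RT; add 20 nM Ub-PLA2/20 uM NBD C6-HPC; read Ex460/Em535 at 0 h and 2.5 h. Normalized to NEM; qHTS curve fit/classification.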
# Rhodamine fluor: qHTS Assay for Spectroscopic Profiling in Rhodamine Spectral Region. Rhodamine-region fluorescence, 547/598 nm, Tris buffer; active compounds read high. max dye-equivalent concentration, M. 59,000 compounds, 0.05% hits; in the data active = max dye-equivalent concentration above about 11 nM; inconclusive = between about 1.1 nM and that limit
#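 Compounds in 100 mM Tris buffer, pH 8.0, were incubated 15 min at room temperature, then read at 547 nm excitation and 598 nm emission. Fluorescence was normalized against a per-plate six-point rhodamine standard curve as dye-equivalent concentration.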
# * = called active by the depositor; i = inactive; ? = inconclusive; · = not tested or not shown; & = joins results of further samples; [ ] = remark or other dose. Unless noted, calls follow the shape of the dose curve; as a rule, active = well fitted curve in the direction sought with a large enough effect; inconclusive = small, poorly fitted or top-dose-only effect, or another doubt; inactive = no such curve, though single readings can be large; an effect the other way counts as inactive or inconclusive.
SMILES,Fluorescein fluor,HEK293 cAMP ctrl,Tau fil binding,ERK AVP inh,Casp7 inh,Luciferase inh,Texas Red fluor,Casp1 inh,HADH2 inh,USP2a inhib,Rhodamine fluor
O=C(Nc1ccc2c(c1)OCO2)c1cccc2c1C(=O)N(Cc1cccnc1)C2,i,-5%,-2%,4%,-9%,-19%,i,-3%,-4%,35%[activator],i
COc1ccc(Oc2ncc3nc(C)c(=O)n(-c4ccc(OC)cc4)c3n2)cc1,i,18%,-10%,8%,?,1%[11.4 µM],i,?,5%,62%[activator],i
Cc1ncoc1C(=O)Nc1ccccc1-c1ccccc1,?,?,-11%,2%,1%,1%,?,-1%,?,18%,i
Cc1ccc(S(=O)(=O)c2ccc(Cl)cc2)cc1S(=O)(=O)N1CCOCC1,·,24%,14%,-16%,-4%,2%,·,-4%,1%,9%,·
OC[C@@H](O)COc1cccc2ccccc12,·,-2%,?,-5%,3%,1%,·,1%,0%,·,·
COc1ccc(C(=O)N2CCC3(CCCN(c4cccc(-c5ccccc5)c4)C3)CC2)cc1,1.4e-08M*,-2%,26%,8%,-3%,-1%[11.4 µM],i,-5%,2%,114%[activator],i
CC(=O)SCCC(=O)N1C(C)CCCC1C(=O)O (configuration not stated),·,6%,4%,-2%,0%,3%,·,0%,-2%,0%,·
CC1CCCC(C)N1S(=O)(=O)c1ccc(NC(=O)CNCC2CCCO2)cc1 (configuration not stated),i,4%,-1%,-16%,-1%,0%,?,3%,4%,15%,i
O=C(NCc1ccccc1)c1cc(S(=O)(=O)N2CCOCC2)ccc1F,?,4%,-1%,-1%,1%[0.00368 µM],1%,i,1%,14%,20%,i
CCN(CC(N)=O)S(=O)(=O)c1ccc(Br)cc1,i,-1%,-4%,-3%,3%,2%,i,2%,2%,-9%,i
CCN(CC)S(=O)(=O)c1cc(Br)ccc1OC,·,?,-3%,2%,-6%,0%,·,1%,3%,0%,·
Cn1c(CCN2CCN(c3ccccc3)CC2)nc2cc(NC(=O)c3ccco3)ccc21,i,?,·,7%,1%,2%,i,0%,14%,-3%,i
CC(=O)c1ccc(C(C)(C)c2ccc(C(C)=O)s2)s1,i,?,-12%,9%,-4%,1%,?,0%,-2%,10%,i
Cc1cc(NS(=O)(=O)c2ccc(NC(=O)Nc3ccc4c(c3)OCO4)cc2)no1,i,-3%,-4%,-12%,-2%,-9%,i,-1%,-8%,-1%,i
CN1CCN(c2ccccc2NC(=O)c2cccc(OCc3ccccc3)c2)CC1,i,?,116%,-28%,-3%,2%,?,-3%,3%,9%,i
CCCCCn1c(CN2CCN(c3cc(Cl)ccc3C)CC2)nc2c1c(=O)[nH]c(=O)n2C,i,?,11%,10%,1%,2%,i,0%,-7%,47%[activator],i
CN1C(=O)C(O)(CC(=O)c2ccccn2)c2cc(Br)ccc21 (configuration not stated),·,8%[11.4 µM],8%[11.4 µM],1%,-1%,0%,·,-1%,-7%[11.4 µM],-6%[7.66 µM],·
Cc1cccc(N(C)C(=S)Oc2ccc3ccccc3c2)c1,?,21%[25.6 µM],0%[25.6 µM],-13%,-2%,0%&-3%[25.5 µM],i,0%,0%[25.6 µM],-5%,i
C=C(C)CSc1nnc2[nH]c(=O)cc(N)n12,i,8%,9%,-1%,-15%,-4%,?,-10%,-3%,8%,i
CCS(=O)(=O)n1nc(-c2ccccc2)nc1N,?,-3%,-2%,-17%,1%,4%,i,-1%,-9%,1%,i
Cc1ccc(NC(=O)CSc2nnc(CSc3nc(C)cc(C)n3)n2Cc2ccco2)c(C)c1,i,9%,3%,5%,0%,-2%,?,0%,6%,19%,i
O=C(COC(=O)c1ccccc1NC(=O)c1ccco1)NCCC1=CCCCC1,i,25µM*,15%,8%,-4%,3%,i,-4%,-13%,15%,i
O=C(c1ccncc1)N1CCC2(CCN(Cc3ccccc3)CC2)CC1,i,?,5%,-1%,-1%,1%[11.4 µM],i,-1%,6%,-7%,i
CCOC(=O)C1=C(c2ccccc2)NC(SCC(=O)Nc2ccc(C)cc2)=C(C#N)C1c1ccco1 (configuration not stated),i,5%,195%,10%,-11%,3%,i,-9%,-11%,33%[activator],i
COc1cccc(Cn2c(=O)c(C)nc3cnc(N4CCOCC4)nc32)c1,i,11%,-1%,-28%,-4%,1%[11.4 µM],i,-4%,1%,27%,i
COc1ccc(NC(=O)c2cc(Cl)ccc2NC(=O)c2ccco2)c(OC)c1,i,25µM*,i,-4%,0%,-10%,i,-4%,41%[activator],21%,i
Cc1cccc(-n2ncc3c(NCCCn4ccnc4)ncnc32)c1,·,?,-6%,·,-1%,-30%,·,2%,?,·,·
O=S(=O)(NC1=NCCC1)c1cccs1,?,0%,2%,-6%,1%,1%,i,2%,-2%,-3%,i
O=[N+]([O-])/C=C\c1cc2ccccc2[nH]1,?,16%[11.4 µM],-9%[11.4 µM],31%[activator][11.5 µM],1%[11.5 µM],0%[11.4 µM],i,-1%[11.5 µM],-9%[11.4 µM],·,i
Cc1cc(NC(=O)c2cnn3cccnc23)nn1CC(=O)Nc1cccnc1,i,16%,-6%,24%,0%,-5%,i,3%,-6%,2%,i

# Arranged by SMILES length (low to high): part of the list above.
SMILES,Fluorescein fluor,HEK293 cAMP ctrl,Tau fil binding,ERK AVP inh,Casp7 inh,Luciferase inh,Texas Red fluor,Casp1 inh,HADH2 inh,USP2a inhib,Rhodamine fluor
CCS(=O)(=O)n1nc(-c2ccccc2)nc1N,?,-3%,-2%,-17%,1%,4%,i,-1%,-9%,1%,i
Cc1cccc(N(C)C(=S)Oc2ccc3ccccc3c2)c1,?,21%[25.6 µM],0%[25.6 µM],-13%,-2%,0%&-3%[25.5 µM],i,0%,0%[25.6 µM],-5%,i
O=C(c1ccncc1)N1CCC2(CCN(Cc3ccccc3)CC2)CC1,i,?,5%,-1%,-1%,1%[11.4 µM],i,-1%,6%,-7%,i
COc1cccc(Cn2c(=O)c(C)nc3cnc(N4CCOCC4)nc32)c1,i,11%,-1%,-28%,-4%,1%[11.4 µM],i,-4%,1%,27%,i
CCCCCn1c(CN2CCN(c3cc(Cl)ccc3C)CC2)nc2c1c(=O)[nH]c(=O)n2C,i,?,11%,10%,1%,2%,i,0%,-7%,47%[activator],i

# (listing goes on)
SMILES,Fluorescein fluor,HEK293 cAMP ctrl,Tau fil binding,ERK AVP inh,Casp7 inh,Luciferase inh,Texas Red fluor,Casp1 inh,HADH2 inh,USP2a inhib,Rhodamine fluor
N#CCSCC(=O)Nc1ccc(F)cc1,i,0%,2%,-28%,0%,2%,i,0%,-8%,2%,i
CCOC(=O)CN1C(=O)C(CC)Oc2ccccc21 (configuration not stated),i,12%,11%,-10%,0%,3%,i,-1%,1%,-4%,i
Nc1[nH]nc2nc(N3CCCC3)nc(-c3ccccc3)c12,i,26%,-12%,-13%,-2%,1%,i,-1%,-3%,-7%,i
COc1ccc(C(=O)N2CCC3(CCCN(Cc4ccc(C#N)cc4)C3)CC2)cc1,i,?,4%,18%,-1%,0%[11.4 µM],i,-3%,5%,71%[activator],i
Cc1nn(-c2nc3ccccc3s2)c(N)c1Sc1ccc(F)cc1,i,21%,10%,-2%,-1%,1%,i,-2%,11%,6%,i
CC(Oc1ccc(Cl)cc1Cl)C(=O)NCCN1CCOCC1 (configuration not stated),·,12%,1%,-4%,0%,1%,·,0%,0%,3%,·
CC(C)Oc1ccc(C(CC(=O)O)NC(=O)C2CCCCC2)cc1 (configuration not stated),i,-3%,-5%,-4%,1%,0%,i,0%,6%,6%,i
CC(=O)N1CCc2ccc(C(=O)CN3CCN(c4cccc(C)c4C)CC3)cc21,?,?,-10%,2%,-2%,-3%,?,-1%,1%,26%,i
Cc1ccc2[nH]c(=O)c(CN(CCCO)S(=O)(=O)c3c(C)ccc4nsnc34)cc2c1,i,-11%,-6%,-30%,0%,-2%,i,1%,2%,21%,i
Cn1c(SCC(=O)Nc2sc3c(c2C#N)CCC3)nnc1C1COc2ccccc2O1 (configuration not stated),?,15%,i,9%,-22%,1%,i,-4%,?,31%[activator],i

# Screening data as filed in PubChem BioAssay.

# These rows are one share of the data, so the mix of outcomes need not match the whole.
